# Compound activity as filed in PubChem.
# HTR5A ag ctr: HTR5A agonists in luminescence cell assay, primary screen, counter-screen for OPRM1-OPRD1 heterodimer agonist project, full-deck HTS. actives 0.61% (n = 340,000). cell-based. 5-hydroxytryptamine receptor 5A (Homo sapiens), P47898. activation, % at 9.3 µM. AID 504692, 2011; in the data active = activation mostly above about 9.5%, no sharp cut-off; inactive = mostly below about 7.6%;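 note: 0% = cells with vehicle only and 100% = reference agonist; strong numbers were not always called active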
# Pemphigus Ab inh: inhibitors of pemphigus antibody binding to DSG3, primary screen, biochemical, bead-based, flow cytometry, scFv-GFP | Desmoglein-3 (Homo sapiens), P32926 | DSG3-coupled beads, scFv-anti-DSG3-GFP binding; active compounds read low | binding (percent of control), % at 10 µM | actives 0.48% (n = 310,000) | AID 588358, 2011;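 active = binding more than 3 SD below its plate's average and above zero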;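 note: hits lower antibody fragment binding to DSG3; some compounds called inactive have numbers as strong as hits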
# Target sequence (P32926 whole entry, looked up, the tested form may be a part): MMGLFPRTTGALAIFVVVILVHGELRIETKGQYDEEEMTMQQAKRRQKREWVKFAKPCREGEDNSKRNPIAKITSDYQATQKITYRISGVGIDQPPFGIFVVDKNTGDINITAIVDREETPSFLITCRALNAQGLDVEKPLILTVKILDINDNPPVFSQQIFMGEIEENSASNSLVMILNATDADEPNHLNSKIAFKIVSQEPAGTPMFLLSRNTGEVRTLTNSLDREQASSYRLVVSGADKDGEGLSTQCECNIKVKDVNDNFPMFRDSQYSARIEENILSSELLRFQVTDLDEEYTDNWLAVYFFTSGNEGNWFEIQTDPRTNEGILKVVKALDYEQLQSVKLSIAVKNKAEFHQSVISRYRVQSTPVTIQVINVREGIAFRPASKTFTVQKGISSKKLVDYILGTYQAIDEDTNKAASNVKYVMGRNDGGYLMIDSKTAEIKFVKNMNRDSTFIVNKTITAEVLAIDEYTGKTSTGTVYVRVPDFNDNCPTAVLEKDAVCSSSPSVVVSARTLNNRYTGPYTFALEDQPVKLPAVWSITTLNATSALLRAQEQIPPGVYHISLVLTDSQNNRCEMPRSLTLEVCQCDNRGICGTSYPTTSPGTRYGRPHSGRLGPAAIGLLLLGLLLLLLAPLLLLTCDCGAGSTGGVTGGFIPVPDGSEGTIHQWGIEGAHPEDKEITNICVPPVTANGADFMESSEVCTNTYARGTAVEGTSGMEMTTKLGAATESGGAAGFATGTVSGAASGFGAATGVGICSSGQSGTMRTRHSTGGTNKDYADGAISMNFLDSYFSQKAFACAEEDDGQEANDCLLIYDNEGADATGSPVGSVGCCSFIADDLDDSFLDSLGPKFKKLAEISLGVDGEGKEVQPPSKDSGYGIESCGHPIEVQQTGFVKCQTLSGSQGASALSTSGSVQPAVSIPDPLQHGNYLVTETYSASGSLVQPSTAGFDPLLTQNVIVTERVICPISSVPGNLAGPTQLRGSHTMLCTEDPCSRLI
# PKA-R1A act: activators of PKA-R1A holoenzyme, primary screen, biochemical, fluorescence polarization, Cy5-IP20, bovine R1A, mouse PKAc; activation, % at 11.4 µM; AID 504707, 2011; cAMP-dependent protein kinase type I-alpha regulatory subunit (Bos taurus) + …; actives 0.083% (n = 340,000); PKA-R1A dissociation; scaled: DMSO 0%, 113 µM cGMP 100%;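 active = percent activation above the mean of all tested compounds plus 3 SD, cut at about 19% in these data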;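 note: higher means more PKAc released from R1A so a rise in polarization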
# AddAB inh: growth inhibition of E. coli expressing H. pylori AddAB, primary screen, AddAB inhibitor project, absorbance; inhibition, % at 11.9 µM; actives 0.29% (n = 330,000); in the data active = inhibition above about 12%;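 note: 0% = vehicle wells of infected cells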
# SUMO Mot1 rescue: yeast Mot1-301 growth rescue at high temperature, primary screen, SUMOylation pathway inhibitor project, S. cerevisiae, ATP luminescence, 38.5C | growth rescue, % at 18.8 µM | actives 1% (n = 320,000) | AID 2716, 2010 | S. cerevisiae Mot1-301 growth rescue; percent above DMSO median, 100 means doubled;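 active = every valid replicate shows activation above 250% relative to neutral control wells; inactive = the rest, any valid replicate at or below 250%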;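 note: OY570 slx delta 5 strain wells were the positive control but not used for scaling; some compounds called inactive have numbers as strong as hits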
# HTR5A inv ctr: HTR5A inverse agonists in luminescence cell assay, primary screen, counter-screen for OPRM1-OPRD1 heterodimer inverse agonist project, full-deck HTS. inhibition, % at 9.3 µM. AID 504634, 2011. 5-hydroxytryptamine receptor 5A (Homo sapiens), P47898. HTR5A cell line, inverse agonism. actives 0.083% (n = 340,000); in the data active = inhibition mostly above about 23%, no sharp cut-off; inactive = mostly below about 18%;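 note: 0% = cells with DMSO and 100% = no-cell wells with DMSO; some compounds called inactive have numbers as strong as hits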
# Ecoli viability: E. coli V3065 growth inhibition, primary screen, counter-screen for AddAB inhibitor project, absorbance, OD600; 18 h; inhibition, % at 11.9 µM; actives 0.27% (n = 330,000);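 active = inhibition above the campaign's mean inhibition across all tested compounds plus 3 SD, cut at about 9.9% in these data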;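 note: uninfected addAB+ strain grown without phage in ampicillin broth; 0% = DMSO wells and 100% = ciprofloxacin 0.95 µg/ml wells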
# PfHsp90 set2: growth inhibition of PfHsp90-expressing yeast, primary screen, antimalarial PfHsp90 inhibitor project, S. cerevisiae, BacTiter-Glo luminescence, single point, set 2. BacTiter-Glo ATP, 48 h; yeast lacking PDR1 and PDR3 efflux regulators. inhibition, % at 9.4 µM. actives 0.32% (n = 310,000). AID 504621, 2011;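 active = every replicate shows inhibition above about 80%, whatever the replicate mean, limit read from the data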;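 note: 0% = DMSO neutral controls and 100% = 20 µM radicicol positive controls; yeast relying on Plasmodium falciparum Hsp90 in place of its own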
# MOR-DOR inv ag: inverse agonists of MOR-DOR heterodimerization, primary screen, cell-based, luminescence | cell-based MOR-DOR heterodimer luminescence, inverse agonism | inhibition, % at 9.3 µM | actives 0.21% (n = 340,000) | AID 504357, 2011; in the data active = inhibition above about 22%, passing the limit was not always enough;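 note: 0% = cells with DMSO and 100% = wells without cells with DMSO; values of inactives mirror those of a sister screen read the other way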
# OPRM1-OPRD1 ag: agonists of OPRM1-OPRD1 heterodimerization, primary screen, cell-based, luminescence; activation, % at 9.3 µM; Mu-type opioid receptor (Homo sapiens) + Delta-type opioid receptor (Homo sapiens), …; actives 0.3% (n = 340,000); cells; in the data active = activation above about 18%;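 note: 0% = vehicle-treated cells and 100% = reference agonist; values of inactives mirror those of a sister screen read the other way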
# phage Ecoli inh: growth loss of phage-infected E. coli, primary screen, RecBCD inhibitor project, absorbance, with phage, HTS; inhibition, % at 11.9 µM; actives 0.26% (n = 360,000); AID 651602, 2012; in the data active = inhibition above about 11%
# Active calls of the source: *; · = not tested or not shown; & = joins results of further samples.
SMILES,HTR5A ag ctr,Pemphigus Ab inh,PKA-R1A act,AddAB inh,SUMO Mot1 rescue,HTR5A inv ctr,Ecoli viability,PfHsp90 set2,MOR-DOR inv ag,OPRM1-OPRD1 ag,phage Ecoli inh
N#Cc1c2c(c(NCCCN3CCOCC3)n3c1nc1ccccc13)CCC2,1,102,-9,3.3,-10,-8,-1.6,8,14,-2.4,0.1
Cc1ccc2c(c1)N(CCC(=O)NCc1ccccn1)C(=O)CO2,2,99,-16,0.8,14,-3,1.8,29,12,-2.5,2.7
COCCN(C(=O)CSc1ncn[nH]1)c1c(N)n(Cc2ccccc2)c(=O)[nH]c1=O,-2,105,7,0.2,692,7,-1.6,·,9,-1.7,1.3
Cc1cc(C)cc(N(CC(=O)NC2CCCCCC2)S(=O)(=O)c2c(C)[nH]c(=O)[nH]c2=O)c1,-2,99,1,1.1,68,-11,-3.0,12,9,-1.7,0.3
COc1ccc(/C=C/C(=O)NCC2COc3ccccc3O2)c(OC)c1 (stereo unspecified),-2,113,-7,2.0,·,6,1.4,·,16,-3.2,1.4
Cc1ccccc1OCC(=O)OCC(=O)c1ccc(OC(=O)c2ccccc2)cc1,-2,108,-12,1.1,-7,-14,-0.3,·,5,-1.0,0.8
O=C(CSC1=NCCS1)Nc1ccc(F)cc1,·,·,·,3.1,23,·,0.2,-29,·,·,4.4
C=CCOc1c(Br)cc(CNn2c(C)n[nH]c2=S)cc1OC,-1,96,-4,0.7,-6,4,-2.6,10,14,-3.1,1.6
OCC[C@@H]1C[C@H](O)[C@@H](O)[C@]2(Cc3ccccc3CCO2)O1,13,·,7,3.6,-7,-38,-2.1,6,13,-2.2,0.5
CC1(C)CC(=O)C=C(NCc2ccco2)C1,-2,91,-3,4.3,13,4,3.3,5,10,-2.2,3.2
CCO[C@H]1OC(C(=O)N2CCN(C)CC2)=C[C@@H](C2CC2)[C@@H]1CCCO,-4,99,-12,2.8,6,-50,0.0,7,12,-2.1,2.3
COc1ccccc1NC(=O)Nc1nnc(Cc2ccccc2F)s1,7,101,-7,0.5,10,-28,-0.5,-14,-23,4.0,2.1

# Whole records, looked up by structure. Screens in order: HTR5A ag ctr | Pemphigus Ab inh | PKA-R1A act | AddAB inh | SUMO Mot1 rescue | HTR5A inv ctr | Ecoli viability | PfHsp90 set2 | MOR-DOR inv ag | OPRM1-OPRD1 ag | phage Ecoli inh
# O=C(CSC1=NCCS1)Nc1ccc(F)cc1 is entered as · | · | · | 3.1 | 23 | · | 0.2 | -29 | · | · | 4.4
# N#Cc1c2c(c(NCCCN3CCOCC3)n3c1nc1ccccc13)CCC2 is entered as 1 | 102 | -9 | 3.3 | -10 | -8 | -1.6 | 8 | 14 | -2.4 | 0.1

# Going on with the list.
SMILES,HTR5A ag ctr,Pemphigus Ab inh,PKA-R1A act,AddAB inh,SUMO Mot1 rescue,HTR5A inv ctr,Ecoli viability,PfHsp90 set2,MOR-DOR inv ag,OPRM1-OPRD1 ag,phage Ecoli inh
CCc1nc(NCCO)c(C#N)c2c1CSC(C)(C)C2,-1,109,-7,6.6,7,-9,2.5,-6,2,-0.3,1.1
Cc1csc2c(=O)sc(NC(=O)c3ccco3)nc12,-1,109,-9,1.7,341,9,-1.3,-35,11,-2.2,3.5
COc1ccc(OCC(=O)OC2CCN(C)CC2)cc1,5,109,9,1.9,18,-15,-0.8,-5,8,-1.5,1.7
Cn1cc(C(=O)N2CCN(c3cccc(Cl)c3)CC2)c(=O)c2cc(S(=O)(=O)N3CCOCC3)ccc21,-2,94,1,-1.5,-2,-16,-1.9,2,4,-0.9,1.1
O=C(C1=C(O)C(=O)N(CCN2CCOCC2)C1c1ccc(F)cc1)c1cc2ccccc2o1 (stereo unspecified),1,97,0,-0.1,-12,-3,2.3,-3,10,-1.9,-2.0
Cc1ccc(C(C)NC(=O)c2ccco2)cc1C (stereo unspecified),-3,127,1,3.0,8,-4,3.7,·,0,-0.1,3.3
CC1=NN(C(N)=S)C(=O)C1N=Nc1cccc(C(=O)O)c1 (stereo unspecified),-3,119,-4,·,-17,10,·,15,8,-1.6,1.3
O=C(Nc1cccc(C(F)(F)F)c1)C1CCN(S(=O)(=O)c2ccc(N3CCCC3=O)cc2)CC1,-2,·,-4,4.0,0,8,4.9,8,-3,0.5,-2.8
O=C(O)CSc1nc2c(c(C(F)(F)F)n1)CCc1ccccc1-2,-1,114,-5,4.3,325,4,1.4,-11,5,-0.9,3.9
C/C(=N\NC(N)=S)c1ccccc1,3,101,-4,1.2,-8,-7,0.3,-13,12,-2.1,1.5
Cc1ccc(NC(C)c2cc(Cl)ccc2O)cc1 (stereo unspecified),0,102,15,1.1,45,1,1.8,41,-40,8.4,2.3
COc1cccc(C2C(C(N)=O)=C(C)Nc3nc(-c4cccc(Cl)c4)nn32)c1 (stereo unspecified),-1,82,-2,2.5,13,-5,0.5,·,13,-2.4,2.0
CCCCc1nc2cc(C(=O)N3CCC[C@H]3CO)ccc2o1,0,104,7,2.4,4,-13,-0.8,8,5,-1.0,-0.9
COCCCn1c(C2CCCCC2)nc2oc3cc(OC)ccc3c(=O)c2c1=O,-2,101,-3,-0.3,234,6,0.2,15,8,-1.9,1.3
O=C(NCc1cccs1)C(=O)NCC1OCCCN1S(=O)(=O)c1ccccc1 (stereo unspecified),1,99,-4,2.8,36,10,0.2,-11,12,-2.2,2.3
Cn1cnnc1SCC(=O)Nc1cc(C(F)(F)F)ccc1N1CCOCC1,3,100,4,0.2,75,-8,0.4,11,8,-1.3,3.1
CCO[C@@H]1OC(C(=O)N2CCCCCCC2)=C[C@H](c2cn(C(C)=O)c3ccccc23)[C@H]1CCCO,1,97,3,0.3,-15,20,-4.3,19,12,-2.2,·
COc1ccc2nc(/C=N/NC(=O)CCCCCNC(=O)OC(C)(C)C)ccc2c1,1,·,10,3.8,-4,-2,-1.5,-3,5,-1.0,0.8
COc1ccc(CNC(=O)c2c([S-])n(-c3ccc(C)cc3)c3cccc[n+]23)cc1,-3,101,-12,-2.4,11,7,-0.4,-25,15,-3.2,0.2
CC1COC(c2cccn2Cc2ccccc2Cl)=N1 (stereo unspecified),-3,103,8,-1.0,17,9,-2.3,-4,-7,1.2,2.3
COc1cc(NC(=O)COC(=O)/C=C/c2ccc(OC)c(OC)c2)cc(OC)c1,-1,93,0,1.2,-7,3,4.1,21,-22,4.7,3.5
NS(=O)(=O)c1ccc(CCNC(=O)C2CCN(S(=O)(=O)c3c(Cl)cccc3Cl)CC2)cc1,5,88,0,0.0,79,12,-2.3,1,2,-0.3,1.6
NC(=O)c1nsc(C(=O)N(CCc2ccccc2)C(C(=O)NC2CCCC2)c2ccco2)c1N (stereo unspecified),2,89,0,-0.8,-5,-8,-1.8,10,11,-1.9,1.2
Cc1ccc(Cn2ccc(NC(=O)c3noc4c3CCCC4)n2)cc1,3,102,11,-0.2,-13,-10,1.2,-12,-12,2.2,2.8
O=C(Nc1ccc(NC(=O)C2CCCCC2)cn1)c1ccco1,3,·,0,3.4,8,-7,-1.7,23,5,-0.8,-0.4
CCOC(=O)/C(C#N)=C/c1c[nH]c2ccccc12,2,105,8,0.9,23,-6,1.7,-17,-34,6.1,1.3
Cc1nc2ccc(NC(=O)c3cccc(C(F)(F)F)c3)cc2o1,-1,96,2,5.0,-3,0,0.2,-12,5,-1.0,1.7
Cc1cccc(NS(=O)(=O)c2cccc(C(=O)N3CCCCCC3)c2)c1,0,102,-4,-2.5,·,-1,-0.5,·,6,-1.1,-0.4
CCc1nnc(SCc2ccc(C(=O)OC)o2)n1N,14,104,-4,-1.7,8,-35,-3.0,10,-21,3.7,1.6
CCCCCCSc1cccc(-c2nc3ccc(Cl)cn3c2NCc2ccccc2)c1,7,·,-1,2.5,-13,7,0.5,-2,13,-2.2,3.0&2.2
COc1ccc(-c2cc(=O)c3cc(F)ccc3[nH]2)cc1,2,105,-4,2.7,-7,-6,2.8,0,-1,0.1,3.4
COc1ccc(NS(=O)(=O)c2cccc(C(=O)NNC(=O)c3ccc(Br)o3)c2)cc1,-3,105,-7,3.1,-17,-8,-1.2,·,-1,0.1,-2.2
CC(C)C(=O)NC(c1ccccc1Cl)c1c(O)ccc2ccccc12 (stereo unspecified),7,100,6,0.2,-4,24,1.2,7,4,-0.7,·
CCOc1cc(C(=O)N(C)CC(=O)Nc2cccc3ccccc23)ccc1OC,6,87,3,1.1,-1,-16,-1.1,-4,12,-2.9,3.2
Cc1cc(C)cc(-n2c(SCC(=O)Nc3cccc(S(=O)(=O)NC4=NCCCCC4)c3)nc3ccccc3c2=O)c1,-2,97,0,0.3,-1,4,-0.8,10,-2,0.4,2.5
Cc1c(NS(=O)(=O)c2cccc(C(=O)N3CCCC3)c2)c(=O)n(-c2ccccc2)n1C,-3,99,1,1.3,8,-1,-1.1,2,12,-3.1,3.8
C=CCCN(C(C(=O)OC)C(C)C)S(=O)(=O)c1ccccc1Br (stereo unspecified),8,111,-3,2.1,-18,-20,-1.7,4,-64,11,2.4
CCN(C(=O)c1ccc2c(=O)n3c(nc2c1)CCCCC3)c1ccc(F)cc1,2,·,-5,2.3,206,-9,1.8,4,17,-3.3,1.2
CO[C@@]1(NC(=O)C2SC(=C(C(N)=O)C(=O)O)S2)C(=O)N2C(C(=O)O)=C(CSc3nnnn3C)CS[C@@H]21 (stereo partly specified),8,111,-5,97*,3,5,97*,-9,1,-0.2,100*
CCCC(=O)Nc1nnc(S(=O)(=O)N(CC)c2ccccc2)s1,-5,92,0,0.2,-5,19,-0.4,0,9,-1.6,0.9
O=C(Cn1nc2ccccc2n1)N/N=C/c1cc([N+](=O)[O-])ccc1O,-2,100,-8,-0.2,7,0,-2.5,6,20,-3.9,-1.1
Cc1ccc(C(=O)N/C(=C\c2cn(-c3ccccc3)nc2-c2ccccc2)C(=O)N2CCOCC2)cc1,3,99,-2,1.9,-18,-7,2.1,·,-8,1.3,1.4
Cc1ccc(C)c(N2CCN(C(=O)CCNC(=O)Cn3ccc4ccccc4c3=O)CC2)c1,3,·,-2,-0.5,-14,-2,-1.9,8,21,-4.0,1.6
COc1ccc(CNC(=O)C[C@H]2C[C@H](C(=O)N3CCOCC3)[C@@]3(C)c4[nH]c5cc(-c6ccco6)ccc5c4CCN3C2=O)cc1OC,0,109,0,-1.2,·,-2,-2.7,-16,10,-2.2,0.6
COc1cccc(NC(=O)c2oc3ccc(S(=O)(=O)N4CCOCC4)cc3c2C)c1,-1,94,4,-3.1,12,2,0.9,2,15,-2.9,0.0
Fc1cccc2sc(Nc3nnc(-c4ccco4)o3)nc12,6,102,-3,3.5,35,-2,2.3,13,14,-2.3,-1.3
